Bioassay records deposited in PubChem BioAssay by several laboratories.
Efflux pump inh – inhibitors of Candida efflux pumps in yeast, primary screen, S. cerevisiae, Nile Red, multiplex | S. cerevisiae Candida pump triplex | 330,000 tested, 0.44% active | AID 485275, 2010 | inhibition, % at 10 µM;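 active = plate passing quality check with inhibition over a set limit, or well fluorescence over plate mean plus 4 SD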;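 also: Nile Red retained in pooled yeast measured as flow cytometry median fluorescence; 0% = buffer negative control and 100% = Enniatin B positive control; higher means more Nile Red kept so more efflux inhibition; some compounds called inactive have numbers as strong as hits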
procasp3 activ – activators of human procaspase-3 D3A mutant, primary screen, biochemical, absorbance, PC-3 D3A mutant, single concentration; Caspase-3 (Homo sapiens), P42574; recombinant procaspase-3 D3A, Ac-DEVD-pNA absorbance 405 nm; 330,000 tested, 0.11% active; activation, % at 8.5 µM;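 active = activation above the mean of all tested compounds plus 3 SD, cut at about 21% in these data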;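 also: 0% = DMSO alone and 100% = DMSO wells spiked with extra 5 µM PC-3 D3A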
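Test system: Procaspase-3 D3A mutant, all three cleavage aspartates alanine | Dosing: Single dose, 8.5 µM nominal compound, 0.8% DMSO | Schedule: 1 h preincubation, 2 h reaction | Technique: 405 nm absorbance of p-nitroaniline, reads at 0 and 120 min | Repeats: One well per compound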
Fh CTSL1 inh – Fasciola hepatica cathepsin L1 inhibitors, primary screen, counter-screen for PFM18AAP inhibitor project, biochemical, QFRET, fluorogenic peptide substrate | recombinant F. hepatica cathepsin L1, Z-Leu-Arg-MCA fluorescence | inhibition, % at 5.96 µM | 300,000 tested, 0.49% active | AID 1906, 2009;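 active = inhibition above the mean of all tested compounds plus 3 SD, set per screening campaign, cut at about 17% in these data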;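 also: 0% = plate median of test compound wells and 100% = 1 µM Z-Phe-Ala-diazomethylketone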
proCasp7 act – procaspase-7 activators, primary screen, counter-screen for procaspase-3 activator project, biochemical, absorbance, HTS, human. 330,000 tested, 0.093% active. activation, % at 8.5 µM. Caspase-7 (Homo sapiens), P55210. recombinant procaspase-7, Ac-DEVD-pNA absorbance 405 nm; D23A/D198A/D206A triple mutant, cannot self-cleave; scale: DMSO 0, 5 µM enzyme 100;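 active = percent activation above the screen-wide mean plus 3 SD, cut at about 25% in these data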
Target sequence (P55210 whole entry D23A/D198A/D206A): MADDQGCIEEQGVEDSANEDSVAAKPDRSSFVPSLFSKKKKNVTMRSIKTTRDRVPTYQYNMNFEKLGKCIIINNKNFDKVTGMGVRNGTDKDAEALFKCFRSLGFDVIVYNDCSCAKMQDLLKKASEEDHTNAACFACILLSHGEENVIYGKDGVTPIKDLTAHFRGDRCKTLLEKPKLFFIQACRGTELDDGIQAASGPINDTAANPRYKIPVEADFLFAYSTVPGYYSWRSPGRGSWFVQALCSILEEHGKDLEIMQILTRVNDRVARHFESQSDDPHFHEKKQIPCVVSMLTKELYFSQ
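Material: Procaspase-7 triple mutant (PC-7 D3A) | Quantity: 2 µM procaspase-7 mutant as dispensed | Reagent: DEVD-pNA substrate | Times: 1 h preincubation, 2 h reaction | Technique: 405 nm absorbance of p-nitroaniline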
HCV core dimer – inhibitors of HCV core protein dimerization, primary screen, biochemical, TR-FRET, high-throughput; TR-FRET GST/Flag-core106 dimerization, 1536-well; inhibition, % at 5 µM; 300,000 tested, 0.33% active;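 active = inhibition above the mean of all tested compounds plus 3 SD, set per screening campaign, cut at about 45% in these data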
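Material: Tagged HCV core106 pair (GST and Flag) | Amount: GST-core106 13.5 nM, Flag-core106 17 nM | Medium: KF-containing HEPES buffer, pH 7.45, DTT, CHAPS, BSA | Reagent: Eu donor and XL665 acceptor anti-tag antibodies | Schedule: 4 h at 22.5 °C | Technique: Time-resolved FRET, ex 340 nm, em 617 and 671 nm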
TPT1 inhibitor – Candida albicans TPT1 enzyme inhibitors, primary screen, biochemical, fluorescence polarization; 300,000 tested, 0.81% active; recombinant caTPT1, FP RNA substrate dephosphorylation; AID 1962, 2009; tRNA 2'-phosphotransferase TPT1 (Candida albicans SC5314); inhibition, % at 5 µM;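 active = inhibition above the mean of all tested compounds plus 3 SD, set per screening campaign, cut at about 24% in these data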;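 also: plate controls were DMSO alone for no effect and ferristatin control at 100 nM for full effect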
JMJD2C inh – inhibitors of GASC-1 histone demethylase, primary screen, biochemical, fluorescence, DELFIA europium; Lysine-specific demethylase 4C (Homo sapiens), Q9H3R0; GST-JMJD2C(1-420) H3K9me3 demethylation; inhibition, % at 2.35 µM; 330,000 tested, 0.069% active; AID 2099, 2009;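 active = more than half of a compound's replicate wells show inhibition beyond 50%, single wells judged on their own value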;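 also: signal counts dimethyl H3K9 product captured on neutravidin plate; 0% = median of DMSO wells and 100% = 0.3 times that DMSO median; strong numbers were not always called active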
Target sequence (Q9H3R0 1-420 limits assumed): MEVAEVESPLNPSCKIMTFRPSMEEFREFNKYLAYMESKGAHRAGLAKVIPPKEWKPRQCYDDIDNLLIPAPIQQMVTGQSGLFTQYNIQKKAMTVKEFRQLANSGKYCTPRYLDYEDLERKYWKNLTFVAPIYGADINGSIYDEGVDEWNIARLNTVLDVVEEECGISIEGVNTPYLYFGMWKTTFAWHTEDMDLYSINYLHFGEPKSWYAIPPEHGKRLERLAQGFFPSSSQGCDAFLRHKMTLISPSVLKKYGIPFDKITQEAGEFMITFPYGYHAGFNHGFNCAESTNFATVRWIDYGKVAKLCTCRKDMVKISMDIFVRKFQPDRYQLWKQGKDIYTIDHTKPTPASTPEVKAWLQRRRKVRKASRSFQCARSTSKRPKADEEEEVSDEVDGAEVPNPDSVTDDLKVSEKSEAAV
PP5 primary – PP5 phosphatase inhibitors, primary screen, biochemical, fluorescence; Serine/threonine-protein phosphatase 5 (Homo sapiens), P53041; purified PP5c, OMFP substrate fluorescence; inhibition, % at 6.7 µM; 320,000 tested, 0.18% active;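 active = inhibition above the campaign's mean inhibition across all tested compounds plus 3 SD, cut at about 9.5% in these data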;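 also: 0% = DMSO only and 100% = 100 µM cantharidin control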
PP1 counter – PP1-alpha phosphatase inhibitors, primary screen, counter-screen for PP5 inhibitor project, biochemical, fluorescence, OMFP substrate, single point. inhibition, % at 6.7 µM. AID 2235, 2010. 320,000 tested, 0.9% active. Serine/threonine-protein phosphatase PP1-alpha catalytic subunit (Homo sapiens), P62136. purified PP1alpha;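 active = inhibition above the mean inhibition of all tested compounds plus 3 SD, computed separately for each screening campaign, cut at about 15% in these data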
Target sequence (P62136 whole entry, looked up): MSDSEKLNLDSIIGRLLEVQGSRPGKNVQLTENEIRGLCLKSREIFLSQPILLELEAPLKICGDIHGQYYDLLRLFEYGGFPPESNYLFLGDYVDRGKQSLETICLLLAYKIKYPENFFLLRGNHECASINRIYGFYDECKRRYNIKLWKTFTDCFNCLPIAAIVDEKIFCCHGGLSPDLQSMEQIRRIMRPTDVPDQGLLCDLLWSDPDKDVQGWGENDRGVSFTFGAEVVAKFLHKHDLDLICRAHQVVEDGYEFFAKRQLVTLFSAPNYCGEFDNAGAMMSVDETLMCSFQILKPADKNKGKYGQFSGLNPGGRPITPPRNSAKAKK
The depositor's hits bear a star; / = no result given.

SMILES	Efflux pump inh	procasp3 activ	Fh CTSL1 inh	proCasp7 act	HCV core dimer	TPT1 inhibitor	JMJD2C inh	PP5 primary	PP1 counter
Cc1ccc(NC(=O)c2c(C)nc3sc(C(=O)NC4CCCC4)c(N)c3c2-c2ccco2)c(C)c1	-0.2	-4.6	1.3	-5.2	3.5	0.9	18.3	-0.2	-0.1
COC(=O)c1ccc(Oc2nc(NC(C)(C)C)nc(N3CCOCC3)n2)cc1	0.0	-7.1	0.3	13.7	-0.9	-2.0	-17.5	2.0	-1.7
CC(C)c1ccc(NC2CCCN(C(=O)c3ccncc3)C2)cc1 (configuration not stated)	-0.1	-3.4	7.2	-0.2	-30.2	0.0	-4.1	-4.3	-4.5
O=C(CSc1nc2ccccc2n1Cc1ccccc1)N/N=C/c1ccco1	0.0	-1.5	2.1	-7.0	7.0	-3.6	5.1	2.5	2.9
COc1ccccc1N1CCN(CCCCOc2ccc(F)cc2)CC1	0.2	-0.2	-3.3	-8.4	4.4	4.5	1.2	2.9	0.5
CC1Cc2ccccc2N1C(=O)Cn1cnc2ccccc2c1=O (configuration not stated)	0.1	-1.6	-3.4	4.8	0.5	7.0	0.6	-1.2	-2.3
O=c1onc(-c2ccc(Cl)cc2)n1Cc1ccc(F)cc1	0.2	1.0	2.1	-1.4	-2.8	-4.5	2.2	0.8	0.6
O=C(CN(Cc1ccccc1F)S(=O)(=O)c1ccc(Cl)cc1)NCCCO	0.0	11.4	0.0	-5.8	-0.2	-4.6	7.0	-1.4	-1.4
CC(C)=CCCC(C)CN1CCC(n2nccc2NC(=O)c2ccccc2)CC1 (configuration not stated)	-0.2	7.0	2.1	0.7	1.7	-3.3	-6.0	0.3	-4.1
COc1ccc(NC(=S)NNC(=O)c2ccco2)c(OC)c1	-0.1	0.4	-0.9	-4.2	-0.9	-2.2	-1.5	1.1	-3.5
CCCCCCCCS(=O)c1sc2nc3c(cc2c1N)CCCC3 (configuration not stated)	0.2	-10.4	-1.7	-7.3	7.7	-0.7	-7.1	3.6	8.4
C(=N\n1cnnc1)/c1ccccn1	0.0	1.8	-2.4	7.1	-1.9	1.6	1.3	-0.8	-0.4
Cc1ccc(S(=O)(=O)NCc2ccc3c(c2)OCO3)cc1C	-0.1	2.1	0.4	3.7	-0.7	-7.2	-4.8	6.3	3.1
CCCn1nc(C(=O)Nc2ccc3nc(C)sc3c2)c2ccccc2c1=O	0.0	6.7	3.6	5.3	2.1	-1.9	10.4	2.9	-3.9
O=c1nc(-c2ccccc2)cc(C(F)(F)F)[nH]1	0.0	2.6	-1.4	9.3	-5.4	2.2	1.5	4.6	-3.6
C=CCSCC1Nc2cc(Cl)c(S(N)(=O)=O)cc2S(=O)(=O)N1 (configuration not stated)	-0.1	3.8	-2.0	8.8	6.7	-4.2	/	4.1	-0.4
O=C(N/C(=C\c1ccc(F)cc1)C(=O)N1CCOCC1)c1ccccc1	-0.1	2.4	-1.1	7.5	-1.3	-3.2	7.6	1.4	0.3
O=C(NC1CCCCC1)c1cc(C2CC2)nn1-c1ccccc1	0.1	2.1	/	-5.0	/	/	/	2.3	2.9
Cc1ccc(NC(=O)C(OC(=O)c2ccc(NC(N)=O)cc2)c2ccccc2)cc1Cl (configuration not stated)	-0.6	-13.1	-15.2	0.8	7.0	3.7	-2.5	2.2	1.3
CCC(=O)N1CCc2cc(Br)cc(S(=O)(=O)NCc3ccccc3OC)c21	0.0	4.7	-3.2	6.9	-5.4	-2.9	-17.8	-0.3	3.2
COc1ccc(N=C2CC(C)(C)CC(=O)/C2=C(/O)c2ccccc2)cc1	0.0	5.6	2.0	6.7	3.5	1.7	-1.4	-1.2	-3.4
COc1ccc(OC)c(NC(=O)Nc2c(O)ccc3ccccc23)c1	-0.1	-6.8	-12.4	-5.7	-3.4	-4.2	2.5	2.4	-2.4
CCC(=O)c1ccc(OCC(=O)OCC(=O)N(C)CC(=O)Nc2ccc(F)cc2)cc1	-0.1	3.6	-1.9	1.9	-3.7	-1.5	-2.9	-0.5	-5.1
Cc1cc(CSc2nc(C)cc(=O)[nH]2)c2ncccc2c1	0.0	-0.8	0.1	0.3	1.2	-1.4	4.5	-0.1	-2.8
Cc1ccc(C)c(NC(=O)C2CCCN2C(=O)NC2CCCCC2)c1 (configuration not stated)	-0.2	-0.4	-2.6	3.6	0.0	-0.9	53.0	-1.5	-6.5
COc1ccccc1NS(=O)(=O)c1cc2c3c(c1)CC(=O)N3CCC2	0.0	-3.5	2.4	5.8	3.7	0.0	28.3	1.1	-5.8
O=C(Nc1ccc(N2CCOCC2)cc1)c1ccc(S(=O)(=O)N2CCCCC2)cc1	0.0	-14.5	-0.1	1.2	0.6	-5.5	-0.5	0.1	-6.5
O=C(CCSc1ccccc1Cl)NNC(=O)c1ccncc1	-0.1	2.6	-30.9	-4.4	-1.3	-2.1	13.8	8.2	-2.8
CC(=O)c1cn(CC(=O)Nc2cccc(C)c2C)c2ccccc12	-0.1	5.0	2.5	8.3	-0.3	13.6	17.5	-0.9	-2.7
CCS(=O)(=O)c1nc(S(=O)(=O)c2ccc(Cl)cc2)c(NCc2ccco2)s1	-0.4	-2.8	0.6	-6.1	3.2	4.2	-9.4	1.4	4.4
CCn1ccnc1CN(C)Cc1c(C(=O)N2CCCCCCC2)nc2ccc(Cl)cn12	0.0	12.6	1.9	2.5	2.4	-4.6	-25.7	-1.2	0.5
O=C(Cn1ncc(Cl)c(Cl)c1=O)NCC1CCCCC1	0.0	-4.7	1.9	3.1	22.8	-3.5	11.4	0.6	-6.6
C/C(=N\OCC(=O)Nc1ccccc1C(=O)O)c1cccs1	0.0	-1.4	0.4	-1.1	-1.0	1.8	1.4	-3.2	0.0
CC1CCCC(C)N1C(=O)CSc1nc(N)c(-c2ccccc2)c(=O)[nH]1 (configuration not stated)	0.0	2.7	-0.6	2.3	3.5	0.2	-7.7	2.8	-0.6
COc1cccc(NC(=O)C2CCN(C(=O)[C@@H]3Cc4ccccc4CN3)CC2)c1	0.2	4.8	1.0	2.0	-0.7	-1.2	2.3	2.2	-0.7
Clc1cccc(Oc2ncc(CN3CCOCC3)s2)c1	0.0	8.2	-2.4	20.7	5.0	1.1	1.9	-2.7	-2.4
C1CCC2(CC1)OCC1(CO2)COC2(CCCCC2)OC1	0.1	-3.8	-2.6	12.0	2.6	-1.2	16.3	-1.2	-2.3
CCOC(=O)c1c(C)[nH]c(C)c1S(=O)(=O)N(C)Cc1ccco1	0.1	-3.2	0.7	11.8	-4.6	2.1	-0.9	-1.7	-4.1
Cn1c(SCc2nc3ccccc3[nH]2)nnc1-c1cccs1	-0.2	3.3	0.6	-3.5	-3.1	-1.7	3.9	-1.3	-3.0
c1ccc(CC2CCN(Cc3ccccn3)CC2)cc1	0.0	-1.4	3.6	7.6	8.2	0.6	-3.9	1.0	0.2
CCn1c(SCC(=O)Nc2ccc(C(C)=O)cc2)nc2c([nH]c3ccccc32)c1=O	0.0	9.7	0.8	7.0	0.3	-1.1	0.7	1.1	5.9
COC(=O)c1c(C(=O)c2ccc(Br)cc2)n(C)c2ccccc12	-0.1	2.5	/	-13.0	/	/	2.9	3.9	2.0
Cc1ccc(C(=O)Nc2ccc(N3CCCC3)cc2)cc1	0.0	3.3	-0.3	5.2	-1.3	3.4	0.1	1.6	2.9
Cc1cc(SCC(=O)OC/C(O)=C(\C#N)c2nc3ccccc3[nH]2)c(C)cc1Br	-0.1	-2.0	0.9	6.6	6.5	9.4	7.3	-1.1	12.4
O=C(NCCCc1ccccc1)c1ccncc1	0.0	5.0	3.6	0.7	-2.3	-5.6	-9.1	-0.7	1.7
CCC(C)(C(=O)NC1CCCCC1)N(C(=O)CNC(C)=O)c1c(C)n(C)n(-c2ccccc2)c1=O (configuration not stated)	0.5	6.0	1.7	2.9	4.5	-2.4	-0.9	2.5	-0.3
Cc1cc(C)nc(NS(=O)(=O)c2ccc(NC(=O)Nc3ccccc3)cc2)n1	-0.1	-2.8	-3.7	0.3	-1.5	-2.3	-7.3	1.4	0.8
CC1(c2ccc3c(c2)OCCCO3)NC(=O)N(CC(=O)Nc2cccc(C#N)c2)C1=O (configuration not stated)	-0.2	3.7	/	-1.4	/	/	4.9	1.6	3.9

Record cards, from the list above. Order of values: Efflux pump inh	procasp3 activ	Fh CTSL1 inh	proCasp7 act	HCV core dimer	TPT1 inhibitor	JMJD2C inh	PP5 primary	PP1 counter
Listed for Cc1ccc(C)c(NC(=O)C2CCCN2C(=O)NC2CCCCC2)c1 (configuration not stated) = -0.2	-0.4	-2.6	3.6	0.0	-0.9	53.0	-1.5	-6.5
Listed for Cc1cc(C)nc(NS(=O)(=O)c2ccc(NC(=O)Nc3ccccc3)cc2)n1 = -0.1	-2.8	-3.7	0.3	-1.5	-2.3	-7.3	1.4	0.8

Continued:
SMILES	Efflux pump inh	procasp3 activ	Fh CTSL1 inh	proCasp7 act	HCV core dimer	TPT1 inhibitor	JMJD2C inh	PP5 primary	PP1 counter
Cc1c(OCC(=O)OC(C)(C)C)ccc2c3c(c(=O)oc12)CCC3	-0.1	6.9	1.4	-2.9	7.2	-1.2	-10.4	1.4	3.4
CN=C1S/C(=C\c2ccc(N3CCCC3)c(F)c2)C(=O)N1C	0.1	-24.1	3.9	-35.7	-14.7	29.7*	-14.1	-0.2	-0.1
Cc1sc2ncnc(SCC(=O)NC(=O)NCc3ccco3)c2c1C	0.1	-8.5	-2.8	-0.4	50.3*	1.3	-0.4	3.7	2.4
COc1ccc(-c2cc(C(=O)NNC(=O)c3csc(N4CCOCC4)n3)c3ccccc3n2)cc1OC	0.1	6.5	-3.0	0.1	2.0	0.8	4.9	-2.1	-7.2
CN(C)S(=O)(=O)c1ccc(C(=O)NCc2ccccn2)cc1	-0.1	-1.3	-3.8	4.8	-2.7	-1.0	-6.7	1.6	-5.0
CC(C)COC(=O)c1ccc(NC(=O)C2C3CCC(C3)C2C(=O)O)cc1 (configuration not stated)	-0.1	-3.9	-0.8	-6.2	-5.5	-8.0	0.5	3.5	-0.1
CN(C(=O)COC(=O)c1ccc(Cl)c(N)c1)c1ccccc1	0.2	4.1	0.7	12.7	1.7	-0.6	8.9	0.9	-2.8
O=C(CN1CCN(C(=O)CNC(=O)c2ccc3c(c2)OCO3)CC1)Nc1cccc(F)c1	-0.3	-1.7	/	-0.5	/	/	2.8	-0.3	3.2
